# Giardia FBPA inh = Giardia lamblia aldolase inhibition | purified Giardia FBPA | A8B2U2 | AID 2451 | Potency, µM (doses to about 59.6 µM), without a hit: top-dose activity, negative = inhibition, actives largely listed as inhibitors | hit rate 0.71% among 290,000; further: potency means the concentration at half of the fitted maximal effect; on the % scale 0 is the no-effect control and ±100 the full control effect; nearly all actives have a fitted effect of over 55% in size
# Target sequence (A8B2U2 whole entry, looked up): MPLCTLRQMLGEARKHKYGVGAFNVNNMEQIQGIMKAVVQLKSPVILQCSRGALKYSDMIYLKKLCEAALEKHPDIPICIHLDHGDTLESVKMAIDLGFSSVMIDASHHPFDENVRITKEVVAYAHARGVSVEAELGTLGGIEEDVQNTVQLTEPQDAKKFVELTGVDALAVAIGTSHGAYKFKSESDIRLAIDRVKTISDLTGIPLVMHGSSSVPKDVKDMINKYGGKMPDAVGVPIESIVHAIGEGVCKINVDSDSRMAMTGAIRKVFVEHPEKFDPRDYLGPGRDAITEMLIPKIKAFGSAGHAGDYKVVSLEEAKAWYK
#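 Giardia FBPA (40 nM reagent) was preincubated 10 min at RT with compound (up to 57.5 uM final), then substrate plus GAPDH/TPI/NAD/arsenate coupling system with diaphorase/resazurin was added; resorufin fluorescence (525/598 nm) was read after 20 min.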
# Cycloheximide cs = counter-screen for Shiga toxin inhibitors: cycloheximide protein synthesis inhibition. cell reporter, cycloheximide protein synthesis inhibition counterscreen. max response, %. hit rate 12% among 300,000; in the data active means max response mostly above about 13%, no sharp cut-off; inactive means mostly below about 14%; further: read at 38.3 µM for the half of the compounds with a filed dose; 0% is about no effect
# Pf growth 96h = inhibits malaria parasite growth, 96 h | Potency, µM (series often up to 28.7 µM), inactives show top-dose activity change, negative = inhibition, usual class: inhibitors | P. falciparum luciferase reporter growth, 96 h | hit rate 6.9% among 320,000 | AID 504834; further: potency means the concentration at half of the fitted maximal effect; on the % scale 0 is the no-effect control and ±100 the full control effect
#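 Infected RBCs, 2% Hct / 0.05% parasitemia final; luciferase-reporter P. falciparum; cpd 96 h, 37 C, 5% CO2; luciferase detection reagent; luminescence.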
# Pf growth 48h = P. falciparum growth inhibition at 48 hours (one generation) | P. falciparum luciferase growth in erythrocytes, 48 h | Potency, µM (doses to about 28.7 µM), without a hit: at the top dose activity change, negative = inhibition, actives largely listed as inhibitors | hit rate 5.9% among 310,000; further: potency means the concentration at half of the fitted maximal effect; on the % scale 0 is the no-effect control and ±100 the full control effect
#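 Growth was read as firefly luciferase luminescence after a 48 h, 37 C, 5% CO2 exposure of compounds to reporter-bearing P. falciparum cultures (0.1% parasitemia, 2% hematocrit final) in Albumax-supplemented RPMI 1640.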
# Sm TGR inh = blocks Schistosoma mansoni thioredoxin glutathione reductase; Potency, µM (highest dose often 114 µM), inactives show top-dose activity change, negative = inhibition, hits mostly inhibitors; hit rate 3% among 360,000; Q962Y6; purified TGR, DTNB reduction, TNB absorbance 405 nm; further: potency means the concentration at half of the fitted maximal effect; on the % scale 0 is the no-effect control and ±100 the full control effect; nearly all actives have a fitted effect of over 60% in size
#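 First, TGR (20 nM dispensed) and NADPH were mixed with compound. Second, a 15 min room-temperature incubation followed. Third, further NADPH and then DTNB were added to start the reaction. Finally, TNB absorbance was monitored kinetically.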
# Shiga inhibitor = inhibitors of Shiga toxin in Vero cells. Vero cells, Shiga toxin protein synthesis inhibition reporter. inhibition, % at 38.7 µM. hit rate 9.2% among 290,000. AID 2315; in the data active means inhibition mostly above about 28%, no sharp cut-off; inactive means mostly below about 43%; further: 0% is about no effect
# * hit, by the source's call; ? = inconclusive; . = not tested or not shown; [ ] = another dose, or the depositor's remark. Unless noted, the call rests on the fitted dose curve; in most records, active means well fitted curve in the direction sought with a large enough effect; inconclusive means small, poorly fitted or top-dose-only effect, or another doubt; inactive means no such curve, though single readings can be large; an effect the other way counts as inactive or inconclusive. Outcome played no part in choosing rows. About 24% of those tested had a hit in this group.
# Under each structure: Giardia FBPA inh | Cycloheximide cs | Pf growth 96h | Pf growth 48h | Sm TGR inh | Shiga inhibitor
> CCOC(=O)c1c(CC(C)C)csc1/N=C/C1=C(O)CCCC1=O
  -4% | -1 | 65%[activator] | ? | -19% | 12
> Cc1nc2ccccc2c2c1C(=O)NC2=O
  -13% | -2 | 32%[activator] | 21% | 8% | 1
> Cc1cc(C)nc(CCNC(=O)c2cc(COc3c(C)cccc3C)on2)n1
  . | 16* | 0% | -4% | 0% | -18
> CCC(C)NC(=O)Cn1c(=O)n(CCCC(=O)NCc2ccccc2Cl)c(=O)c2ccccc21 (configuration not stated)
  5% | -2 | -31% | -4% | 1% | 2
> COc1ccc(CNC(=O)c2ccc(NC(=O)C3CCCO3)cc2)cc1 (configuration not stated)
  10% | 9 | 23% | 23% | 0% | 26*
> COc1ccc(OC)c(S(=O)(=O)N2CCC(C(=O)NC3CCCCCC3)CC2)c1
  -7% | -7 | 0% | -28% | -13% | -2
> Cc1ccnc2nc(C(=O)Nc3nnc(CC(C)C)s3)nn12
  -23% | 9 | 30% | . | -1% | 25
> O=C(CNC(=O)c1ccc(Cl)cc1)NCCCn1ccnc1
  -18% | -3 | ? | 10µM* | 0% | 32
> Cc1n[nH]c(C)c1S(=O)(=O)NCCc1ccc(Cl)cc1
  2% | -8 | -2% | 1% | 0% | -26
> O=C(OCC(=O)N1CCOCC1)c1cc(S(=O)(=O)N2CCOCC2)c(Cl)cc1Cl
  . | . | ? | ? | 2% | .
> CCn1c(=O)c(C(=O)Nn2c(C)nc3ccccc3c2=O)c(O)c2ccccc21
  -5% | 9 | 21% | 8% | -1% | -12
> COc1ccccc1CCn1cc(C#N)c(=O)[nH]c1=O
  0% | -1 | 59%[activator] | 48%[activator] | 0% | 7
> COc1ccccc1N=Cc1c(O)n(C)c(=O)n(C)c1=O
  7% | 11 | 78%[activator] | 50%[activator] | -23% | 14
> Cc1ccc(C(=O)Nc2ccccc2C(=O)NCc2ccco2)cc1S(=O)(=O)N1CCCCC1
  -7% | 31* | 47%[activator] | 6.6µM* | -25% | 52*
> CCCCOC(=O)c1ccc(NC(=O)C(CCS(C)(=O)=O)NC(C)=O)cc1 (configuration not stated)
  6% | -3 | 5.2µM* | 56%[activator] | -2% | -9

# Given as labelled records: entries from further up.
Structure: Cc1n[nH]c(C)c1S(=O)(=O)NCCc1ccc(Cl)cc1
- Giardia FBPA inh: 2%
- Cycloheximide cs: -8
- Pf growth 96h: -2%
- Pf growth 48h: 1%
- Sm TGR inh: 0%
- Shiga inhibitor: -26

Structure: O=C(OCC(=O)N1CCOCC1)c1cc(S(=O)(=O)N2CCOCC2)c(Cl)cc1Cl
- Giardia FBPA inh: .
- Cycloheximide cs: .
- Pf growth 96h: ?
- Pf growth 48h: ?
- Sm TGR inh: 2%
- Shiga inhibitor: .

Structure: CCn1c(=O)c(C(=O)Nn2c(C)nc3ccccc3c2=O)c(O)c2ccccc21
- Giardia FBPA inh: -5%
- Cycloheximide cs: 9
- Pf growth 96h: 21%
- Pf growth 48h: 8%
- Sm TGR inh: -1%
- Shiga inhibitor: -12

# Next section:
# Under each structure: Giardia FBPA inh | Cycloheximide cs | Pf growth 96h | Pf growth 48h | Sm TGR inh | Shiga inhibitor
> Cc1ccc(-c2noc(CN(C(=O)C34CC5CC(CC(C5)C3)C4)C(C)C)n2)cc1
  3% | -2 | ? | ? | 6% | -17
> CCC(SC1=N/C(=C/c2ccccc2)C(=O)N1c1ccccc1)C(=O)Nc1cc(C)on1 (configuration not stated)
  -8% | -2 | 10% | 5.9µM* | -6% | -11
> O=C1CC(N2CCN(Cc3ccccc3)CC2)C(=O)N1CCc1ccccc1 (configuration not stated)
  2% | 3 | . | -15% | ? | 21
> Cc1ccc2oc3c(c(=O)c2c1)C(c1cccs1)N(CCCN(C)C)C3=O (configuration not stated)
  -4% | 39* | 37%[activator] | ? | ? | 48*
> CCOC(=O)N1CCN(C(=O)CN(c2ccc3c(c2)OCO3)S(C)(=O)=O)CC1
  -3% | -2 | 9% | -6% | 4% | -8
> O=C(NNC(=O)c1cccnc1)Nc1ccc([N+](=O)[O-])cc1
  3% | 8 | -28% | 6% | 2% | -4
> CC(C)OC(=O)/C(C#N)=C/c1cn(Cc2ccccc2)c2ccccc12
  -5% | -1 | ? | -8% | 3% | 6
> O=C(Nc1ccnn1C1CCN(Cc2ccccc2OC(F)F)CC1)c1cccnc1
  ? | -2 | ? | ? | -18% | -5
> N#Cc1ccccc1NC(=O)C1SC(=Nc2ccccc2)C(C(=O)Nc2ccc(Cl)cc2)=C1N (configuration not stated)
  -7% | 12 | 0% | -10% | 16% | 1
> CN1CCN(C2=Cc3ccc(Cl)cc3Sc3ccc(F)cc32)CC1
  -3% | -5 | 12µM* | 13µM* | 1% | -7
> O=C(CSc1cccc[n+]1[O-])c1cccs1
  0% | -1 | ? | 1% | 8% | -6
> C=CCn1c(-c2cccn(Cc3ccc(Cl)cc3Cl)c2=O)n[nH]c1=S
  -7% | 2 | ? | ? | -19% | -17
> CC(C)n1c(SCC(=O)Nc2ccccc2N2CCCCC2)nc2c1c(=O)n(C)c(=O)n2C
  11% | -2 | ? | -8% | 2% | -13
> CN(C1CCS(=O)(=O)C1)S(=O)(=O)c1cccs1 (configuration not stated)
  . | . | ? | 3% | 5% | .
> CCOC(=O)Nc1ccc2c(c1)OCO2
  3% | 45* | ? | 42%[activator] | 8% | 66
> CCN(CC)C(=O)Oc1cc(=O)n2c3c(cccc13)CCC2
  -2% | 6 | -1% | 8% | 21% | -6
> COC(=O)C1=C(C)OC(N)=C(C#N)C1c1ccccc1F (configuration not stated)
  0% | -2 | 39%[activator] | 5% | 2% | -9
> Cc1ccc(S(=O)(=O)N2CCN(C(=O)CC(C)n3nc(C)c(Cl)c3C)CC2)cc1C (configuration not stated)
  0% | -1 | 12µM* | ? | 0% | -11
> Cc1cc(NC(=O)c2ccccc2)nc2c1c(=O)oc1ccccc12
  -2% | -1 | 2% | 30%[activator] | 8% | -18
> CC(NC(=O)c1cccc(S(=O)(=O)N2CCCCCC2)c1)c1ccccc1 (configuration not stated)
  . | . | ? | ? | -5% | .
> Cc1ccc(NC(=O)CN2CCN(c3ccccn3)CC2)c(Cl)c1
  5% | 21 | ? | . | -6% | 31
> COCCNC(=O)c1ccccc1NC(=O)COc1ccccc1
  2% | -2 | . | 2% | -9% | 18
> CCOC(=O)C(=O)Nc1cccc(C(=O)OCC)c1
  6% | -1 | 36%[activator] | ? | -5% | -3
> Cc1ccc(C2OC(=O)c3ccccc32)cc1 (configuration not stated)
  4% | 7 | -3% | 17% | -1% | -5
> Nc1c(Cl)ncnc1NCc1ccccc1
  -1% | -3 | 0.41µM* | -11% | 51%[activator] | -2
> COc1ccc(-c2nnc(SCC(=O)NCCc3ccccc3)o2)cc1
  1% | -3 | 41%[activator] | -9% | 4% | 13
> C=CCOc1c(Cl)cc(C2NC(=O)NC(C)=C2C(=O)OC)cc1Cl (configuration not stated)
  3% | -4 | . | 9.3µM* | -4% | -6
> CCOC(=O)c1c(NC(=O)c2ccoc2C)sc(C(=O)N(C)C)c1C
  -9% | -1 | 10µM* | . | -9% | -13
> Cc1ccc(S(=O)(=O)N2CCC(C(=O)NCCC3=CCCCC3)CC2)cc1C
  . | . | ? | ? | 0% | .
> OCCNc1nc(-c2ccccc2)nc2c1oc1ccccc12
  -7% | 2 | -17% | ? | -2% | 10

# Results in Pf growth 48h and Pf growth 96h, for some of the entries so far:
SMILES	Pf growth 48h	Pf growth 96h
COC(=O)C1=C(C)OC(N)=C(C#N)C1c1ccccc1F (configuration not stated)	5%	39%[activator]
OCCNc1nc(-c2ccccc2)nc2c1oc1ccccc12	?	-17%

# A draw from above in order of count of non-hydrogen atoms, smallest number first:
# Under each structure: Giardia FBPA inh | Cycloheximide cs | Pf growth 96h | Pf growth 48h | Sm TGR inh | Shiga inhibitor
> CCOC(=O)C(=O)Nc1cccc(C(=O)OCC)c1
  6% | -1 | 36%[activator] | ? | -5% | -3
> CCN(CC)C(=O)Oc1cc(=O)n2c3c(cccc13)CCC2
  -2% | 6 | -1% | 8% | 21% | -6
> OCCNc1nc(-c2ccccc2)nc2c1oc1ccccc12
  -7% | 2 | -17% | ? | -2% | 10
> CC(NC(=O)c1cccc(S(=O)(=O)N2CCCCCC2)c1)c1ccccc1 (configuration not stated)
  . | . | ? | ? | -5% | .
> O=C(OCC(=O)N1CCOCC1)c1cc(S(=O)(=O)N2CCOCC2)c(Cl)cc1Cl
  . | . | ? | ? | 2% | .
> N#Cc1ccccc1NC(=O)C1SC(=Nc2ccccc2)C(C(=O)Nc2ccc(Cl)cc2)=C1N (configuration not stated)
  -7% | 12 | 0% | -10% | 16% | 1

# The main list resumes with the 2 entries that preceded the break.
SMILES	Giardia FBPA inh	Cycloheximide cs	Pf growth 96h	Pf growth 48h	Sm TGR inh	Shiga inhibitor
Cc1ccc(S(=O)(=O)N2CCC(C(=O)NCCC3=CCCCC3)CC2)cc1C	.	.	?	?	0%	.
OCCNc1nc(-c2ccccc2)nc2c1oc1ccccc12	-7%	2	-17%	?	-2%	10
CCCn1ncc(CN2CCC(n3nccc3NC(=O)CCc3ccccc3)CC2)c1C	1%	1	-28%	1%	0%	8
CSc1ccccc1C(=O)Nc1cccc(N(C)S(C)(=O)=O)c1	-4%	-3	.	6%	5%	-17
CCCN(C(=O)COC(=O)c1cc(CC)c(C)s1)c1c(N)n(Cc2ccccc2)c(=O)[nH]c1=O	.	.	?	?	-3%	.
CN(c1ccccc1)S(=O)(=O)c1cccc(NC(=O)c2cccc(C#N)c2)c1	.	.	?	13µM*	-2%	.
O=C(NCc1cccs1)c1ccc(CS(=O)Cc2ccccc2Cl)o1 (configuration not stated)	.	-1	3%	15%	2%	-9
O=C(O)c1ccc(-n2c(-c3cc(C4CC4)[nH]n3)n[nH]c2=S)cc1	?	-1	-14%	-10%	-3%	-3
Cc1sc2nc(CN3CCC(C)CC3)nc(Cl)c2c1C	0%	-3	16%	9%	-19%	13
O=C(CCc1ccccc1)NNc1ccc(F)cc1	0%	-1	-2%	24%	-10%	-4
CS(=O)(=O)c1ncc(Cl)c(C(=O)Nc2ccc(OC(F)F)cc2)n1	3%	-8	?	1%	7.9µM*	-6
CC(C)(C)C(=O)C1=C(O)C(=O)N(Cc2ccccc2)C1c1ccccc1Cl (configuration not stated)	14%	-2	-14%	47%[activator]	-18%	.
CC(=O)c1cc(NC(=O)c2ccc([N+](=O)[O-])cc2)c(=O)oc1C	-6%	1	11%	-13%	22µM*	49
CC1CC(C)CN(CCCSc2ccccc2)C1 (configuration not stated)	-25%	5	-63%	?	-3%	14
O=C(COC(=O)c1cc(S(=O)(=O)N2CCOCC2)ccc1Cl)Nc1ccc2c(c1)OCO2	-5%	-4	21%	-2%	0%	13
O=C(Cc1ccccc1)NC(=S)Nc1ccc2oc(-c3ccccc3F)nc2c1	3%	29	30%[activator]	94%[activator]	1%	50*
Cc1ccc(Nc2nc(NCc3ccco3)c3ccccc3n2)cc1	-4%	30*	-24%	-21%	?	43
CCOC(=O)c1c(NC(=O)c2cccc([N+](=O)[O-])c2C(=O)O)sc2c1CCCC2	12%	-5	33%[activator]	40%[activator]	-30%	-4
Cc1nnc2sc(SCC(=O)Nc3nccs3)nn2c1=O	-12%	2	1.7µM*	?	?	-1
CCCc1cc(=O)n2[nH]c(C)nc2n1	-12%	-5	.	15%	-23%	19
